Source: PubChem BioAssay
PvdQ acylase: P. aeruginosa PvdQ acylase inhibition; purified PvdQ acylase, fluorescence plate reader; inhibition, % at 10 µM; actives 0.063% (n = 340,000); AID 488965; in the data active = inhibition above about 30%, passing the limit was not always enough;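 note: 0% = vehicle neutral wells and 100% = reference inhibitor wells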
Arrestin-AP2 inh: human beta-arrestin and AP2 interaction inhibition. FITC-arrestin peptide / GST-AP2 beads, flow cytometry; AP2 beta2 appendage carries R879A mutation. inhibition, % at 10 µM. actives 0.31% (n = 340,000). AID 504490;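 active = inhibition above a set limit, near 3 SD of compounds lacking own fluorescence, cut at about 54% in these data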;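 note: plate controls were DMSO wells for no effect and 5 µM unlabelled arrestin peptide for full effect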
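Material – AP2 appendage R879A on GSH beads · Buffer or medium – PBS with 0.05% Tween 20 and 0.1% BSA · Probe or stimulus – fluorescein-tagged arrestin peptide at 50 nM final · Incubation – compound with beads 12 min RT, then probe 1 h RT · Detection – high-throughput flow cytometry of beads, ex 488, em 535 nm · Evaluation – percent response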
DAGLB inh: diacylglycerol lipase beta (human) inhibition | actives 0.059% (n = 340,000) | HEK293T DAGLB membrane lysate, EnzChek fluorogenic substrate | AID 504411 | inhibition, % at 5.17 µM; in the data active = inhibition above about 34%;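 note: 0% = enzyme with vehicle and 100% = wells lacking enzyme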
SR-BI uptake up: SR-BI HDL lipid transfer activation; AID 504775; actives 0.096% (n = 320,000); activation, % at 12.5 µM; CHO ldlA[mSR-BI] cells, DiI-HDL uptake fluorescence, 3 h; 100 = double the neutral-control signal;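 active = mean replicate activation of at least 60% and every replicate at or above 60%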;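 note: 0% = median plate neutral-control signal and 100% = twice that signal; values of inactives mirror those of a sister screen read the other way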
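Material – SR-BI-overexpressing, LDLR-lacking CHO cells · Medium – BSA-supplemented, HEPES-buffered Ham's F12, pH 7.4 · Doses – single concentration · Times – compound with DiI-HDL co-incubation, 3 h at 37 °C · Measured by – bottom-read fluorescence, 550/595 nm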
RTF Ca sens inh: cardiac RTF calcium desensitization; P19429+P45379; IANBD-labeled cardiac RTF, Ca2+ fluorescence; inhibition, % at 7.15 µM; actives 0.12% (n = 340,000); AID 493244;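 active = inhibition above the mean inhibition of all tested compounds plus 3 SD, cut at about 17% in these data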;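 note: assay run at fixed EC70 calcium of 1.6 mM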
Keap1-Nrf2 PPI: disrupts human Keap1 binding to Nrf2 peptide; AID 504523; Q14145; actives 0.15% (n = 340,000); Keap1 Kelch-Nrf2 peptide fluorescence polarization, 1536-well; inhibition, % at 9.4 µM; in the data active = inhibition above about 12%;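 note: human Keap1 Kelch domain with fluorescein labeled Nrf2 9mer peptide probe; 0% = neutral control wells and 100% = peptide positive control; higher means more block of Keap1 binding to Nrf2 peptide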
Target sequence (Q14145 whole entry, looked up, the tested form may be a part): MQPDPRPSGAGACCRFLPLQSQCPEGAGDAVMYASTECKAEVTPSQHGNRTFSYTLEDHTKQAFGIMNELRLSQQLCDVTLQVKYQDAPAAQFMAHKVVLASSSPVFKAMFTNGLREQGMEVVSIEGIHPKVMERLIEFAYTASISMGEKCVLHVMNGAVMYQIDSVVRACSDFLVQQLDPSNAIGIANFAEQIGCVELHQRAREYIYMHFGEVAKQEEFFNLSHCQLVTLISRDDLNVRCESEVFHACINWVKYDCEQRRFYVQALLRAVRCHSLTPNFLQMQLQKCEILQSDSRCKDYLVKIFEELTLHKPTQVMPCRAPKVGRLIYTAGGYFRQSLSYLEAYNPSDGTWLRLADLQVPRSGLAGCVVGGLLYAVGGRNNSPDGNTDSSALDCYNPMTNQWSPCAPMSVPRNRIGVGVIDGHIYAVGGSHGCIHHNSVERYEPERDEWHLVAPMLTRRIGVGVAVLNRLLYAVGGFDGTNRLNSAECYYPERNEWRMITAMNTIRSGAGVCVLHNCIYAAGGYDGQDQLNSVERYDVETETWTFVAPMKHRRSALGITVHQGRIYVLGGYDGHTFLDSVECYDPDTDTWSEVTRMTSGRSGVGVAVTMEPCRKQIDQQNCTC
C-LANA FP: inhibitors of KSHV LANA C-terminal domain DNA binding; MBP-C-LANA/FAM-LBS DNA binding, fluorescence polarization; inhibition, % at 9 µM; actives 0.078% (n = 340,000); AID 504423;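 active = highest replicate inhibition at or above 60% at 9 µM, even if other replicates fall short; inactive = all replicates below 60% inhibition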;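 note: 0% = neutral control wells and 100% = 4 µM acridine orange control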
PKA-R2B activ: activators of human PKA-R2B complex; P22694+P31323; PKA-R2B holoenzyme dissociation, Cy5-IP20 fluorescence polarization; R2B truncated from residue 108, S112A mutant; 0% DMSO only, 100% 113 µM cGMP; activation, % at 11.4 µM; actives 0.079% (n = 340,000); AID 504700;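 active = activation above a cutoff set at the mean over all compounds plus 3 SD, cut at about 18% in these data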;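 note: higher means more holoenzyme dissociation and a rise in polarization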
Target sequence (P31323 whole entry, looked up, other chains not shown, the tested form may be a part): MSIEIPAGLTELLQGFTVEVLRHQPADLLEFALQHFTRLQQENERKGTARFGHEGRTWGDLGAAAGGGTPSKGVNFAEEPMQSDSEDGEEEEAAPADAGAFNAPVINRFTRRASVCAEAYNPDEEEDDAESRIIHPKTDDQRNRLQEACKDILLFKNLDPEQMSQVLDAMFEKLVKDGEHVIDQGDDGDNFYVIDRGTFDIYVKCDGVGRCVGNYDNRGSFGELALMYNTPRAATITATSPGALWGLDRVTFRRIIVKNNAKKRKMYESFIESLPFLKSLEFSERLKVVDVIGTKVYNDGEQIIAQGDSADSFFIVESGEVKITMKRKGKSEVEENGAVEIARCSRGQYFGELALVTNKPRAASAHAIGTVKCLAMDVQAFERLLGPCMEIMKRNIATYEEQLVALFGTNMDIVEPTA
SR-BI HDL uptake: mouse SR-BI HDL lipid transfer inhibition; Q61009; ldlA[mSR-BI] CHO cells, DiI-HDL uptake fluorescence, 3 h; inhibition, % at 12.5 µM; actives 0.96% (n = 320,000); AID 488896;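 active = mean replicate inhibition of at least 70% and a set share of replicates each scoring 70 or more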;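 note: 0% = median of neutral control wells and 100% = median of positive control wells; values of inactives mirror those of a sister screen read the other way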
NSD2 inh: inhibitors of human histone methyltransferase NSD2; O96028; NSD2 peptide methylation, AlphaScreen, 120 min; inhibition, % at 12.5 µM; actives 0.54% (n = 310,000); in the data active = inhibition above about 50%
An asterisk follows results filed as active; x = no result given.

SMILES,PvdQ acylase,Arrestin-AP2 inh,DAGLB inh,SR-BI uptake up,RTF Ca sens inh,Keap1-Nrf2 PPI,C-LANA FP,PKA-R2B activ,SR-BI HDL uptake,NSD2 inh
O=C(Nc1ccc([N+](=O)[O-])cc1)c1ccc(S(=O)(=O)N2CCCC2)cc1,-2.2,-0.6,0.2,x,-22.8,-0.8,0.0,-6.2,x,-3.2
COc1ccc(C(=O)CSc2nnc(CNc3nc(-c4ccccc4)cs3)n2C)cc1,0.2,28.4,-4.4,-34.5,2.7,0.0,1.3,-6.3,34.5,-0.1
Cc1ccc(NC(=O)CN2C(=O)NC3(CCCc4ccccc43)C2=O)cc1S(=O)(=O)N1CCOCC1 (centres undefined),-21.8,-6.3,-2.0,-29.5,-14.3,-7.9,-1.0,-5.8,29.5,-1.7
CCC1CC2(C)NC(=O)c3c(sc4c3CC(C)(C)OC4)N2C1=O (centres undefined),-8.3,-3.5,-1.2,-2.0,0.7,-5.4,0.7,-9.3,2.0,-4.8
Cc1ccc(C(=O)OCC(=O)N2CCCCCC2)cc1S(=O)(=O)N1CCOCC1,-9.0,12.1,-0.7,9.7,-5.5,0.1,-0.9,-0.2,-9.7,-0.9
S=C1NC[C@H](CC2CCCCC2)N1CCc1cccc2ccccc12,-7.9,4.4,-8.1,25.8,-1.9,0.7,-2.6,-12.7,-25.8,x
O=C(NCCC1=CCCCC1)N[C@@H](Cc1ccccc1)C(=O)O,-8.9,-4.8,-2.0,-1.5,-0.1,3.3,1.4,-3.9,1.5,6.6
CN=C1C([N+](=O)[O-])=CC=C2C1=NC1(CCCCC1)N2O,-6.2,7.4,1.6,22.7,13.3,-2.9,-0.9,-11.6,-22.7,x
N#Cc1cc2c(nc1SCC(=O)Nc1nccs1)CCCCC2,-12.5,1.7,2.6,-8.7,-6.7,-2.3,0.9,3.1,8.7,2.4
CC1CCCCN1C(=O)CCNS(=O)(=O)c1ccc2c(c1)c(=O)n(C)c(=O)n2C (centres undefined),-8.2,-9.7,0.9,3.8,-6.9,1.7,2.1,-1.4,-3.8,25.5
COc1ccc(NC(=O)c2c(NC(=O)CCC(=O)O)sc(-c3ccccc3)c2C)cc1,-11.0,2.5,4.0,5.1,-2.3,-1.9,0.0,-9.2,-5.1,x
CCOC(=O)c1cnc(SCC(=O)Nc2ccc(NC(C)=O)c(OC)c2)nc1N,2.8,19.4,0.6,-19.5,7.2,3.3,0.4,3.6,19.5,0.5
Cc1nc2cc(N3CCN(C)CC3)c(NC(=O)Cc3ccccc3)cc2c(=O)n1Cc1ccccc1,-7.4,-0.6,1.6,15.3,0.4,4.8,2.0,0.2,-15.3,-2.2
NC(=Nc1ccccc1)N(c1ccccc1)c1ccccc1,4.1,33.3,-1.3,4.8,8.5,-2.9,-0.2,-0.1,-4.8,-0.2
CCn1c(SCC(=O)Nc2nc(-c3ccccc3)cs2)nnc1-c1ccccc1O,-10.3,-0.3,-4.2,-21.5,-7.1,0.7,-1.1,-5.2,21.5,1.2
CC(C1CC2CCC1C2)N1CC(O)=C(c2nc3ccccc3[nH]2)C1=N (centres undefined),-0.6,29.3,0.3,x,0.6,-6.4,0.0,5.2,x,x
COc1ccc(C(=O)c2sc(Nc3ccccc3)c(C(=O)Nc3ccc(OC)c(OC)c3)c2N)cc1,-0.8,8.2,10.3,x,-15.2,5.0,2.8,-7.1,x,2.0
Cc1nn(C)c(C)c1CN(C)C(=O)c1cc2n(n1)C(C(F)(F)F)CC(c1cccs1)N2 (centres undefined),-2.7,5.2,0.3,-20.4,-3.9,0.8,3.4,-5.4,20.4,-1.8
CC1(C)CC(=O)c2cnc(NC(=O)CSc3nc4ccccc4o3)nc2C1,-10.6,-1.6,-2.7,1.7,0.1,0.9,0.7,8.7,-1.7,x
Cc1ccc(S(=O)(=O)N2[C@@H](c3ccc(C(C)C)cc3)C(C(=O)O)=C[C@H]2C(C)(C)C)cc1,13.2,-7.7,13.1,-0.2,-2.0,-1.6,1.9,-4.9,0.2,x
Cc1cc(Cl)c(OCCCNC2CCCC2)c(Br)c1,-13.5,-11.0,-3.0,-16.4,5.4,-2.7,-1.9,-6.8,16.4,16.6
COc1ccc(CC(=O)c2ccccc2C(=O)O)cc1,1.2,42.7,-1.4,6.6,-8.4,-4.7,0.4,-4.2,-6.6,x
CC(Oc1ccc(Cl)cc1Cl)C(=O)N/N=C1\CCCc2ccccc21 (centres undefined),-17.5,-6.0,-1.2,-41.2,-5.3,-5.5,0.2,-9.4,41.2,1.1
O=S(=O)(c1ccccc1)N1CCN(C(c2ccccc2)c2ccc(OC(F)(F)F)cc2)CC1 (centres undefined),-7.6,-9.1,-21.9,-8.8,-9.5,-0.1,-3.0,-0.6,8.8,-0.9
CSc1nnc2c(n1)OC(c1ccccn1)N(C(C)=O)c1ccccc1-2 (centres undefined),2.7,-7.1,1.5,26.5,-10.5,-3.7,0.7,-0.9,-26.6,-3.6

Remaining list, next part
Field names: A = PvdQ acylase; B = Arrestin-AP2 inh; C = DAGLB inh; D = SR-BI uptake up; E = RTF Ca sens inh; F = Keap1-Nrf2 PPI; G = C-LANA FP; H = PKA-R2B activ; I = SR-BI HDL uptake; J = NSD2 inh
Compound: COc1ccccc1CNC(=O)c1cc(S(=O)(=O)N2CCN(c3ccccc3)CC2)ccc1Cl
  A: -8.6	B: 3.0	C: -4.4	D: -5.8	E: -8.9	F: -2.5	G: -1.5	H: 4.9	I: 5.8	J: 14.4

Compound: CCc1ccc(NC(=O)Cn2c(SC)nc3ccccc32)cc1
  A: 3.6	B: -4.6	C: -4.2	D: -13.4	E: -0.9	F: -4.9	G: 2.2	H: -9.0	I: 13.4	J: 0.5

Compound: CN(C)c1cccc(NC(=O)C2(C)CC2(Cl)Cl)c1 (centres undefined)
  A: -9.8	B: 3.4	C: 0.9	D: 12.4	E: -3.2	F: -1.3	G: 0.3	H: -4.5	I: -12.4	J: -0.8

Compound: O=C(COC(=O)c1nsc(Cl)c1Cl)NC1CCCCC1
  A: -11.7	B: -4.2	C: -1.8	D: x	E: -16.8	F: 0.8	G: 0.4	H: 1.1	I: x	J: 3.3

Compound: COc1cc2[nH]c(=O)c(C(=O)NCCCN3CCCCC3)c(O)c2cc1OC
  A: 2.6	B: 3.2	C: 0.6	D: -14.7	E: -1.9	F: -3.7	G: -1.8	H: -10.7	I: 14.7	J: -0.3

Compound: COc1cccc(C(=O)Nc2ccc3[nH]ncc3c2)c1OC
  A: -18.4	B: -3.1	C: -1.3	D: x	E: -7.3	F: 1.0	G: 3.4	H: -8.2	I: x	J: 4.4

Compound: COc1ccc(Cl)cc1NC(=O)C(C)N(C)Cc1ccc(C(F)(F)F)cc1 (centres undefined)
  A: 5.4	B: -8.5	C: -10.8	D: -7.9	E: 17.6*	F: -2.1	G: 0.8	H: -7.6	I: 7.9	J: 3.0

Compound: CC1Cc2ccccc2N1S(=O)(=O)c1c(N)n(C)c(=O)n(C)c1=O (centres undefined)
  A: -2.8	B: -8.2	C: 2.5	D: 5.6	E: -6.3	F: -3.0	G: 0.0	H: -7.0	I: -5.6	J: -1.5

Compound: COc1ccccc1N=C1SC(C(=O)Nc2ccc(F)cc2)CC(=O)N1C (centres undefined)
  A: 3.7	B: 20.0	C: -4.8	D: 6.7	E: 1.3	F: 0.1	G: -0.4	H: 0.9	I: -6.7	J: x

Compound: O=C(N/N=C/c1ccc(OC(=O)c2ccccc2Br)cc1)c1ccccn1
  A: -4.1	B: 26.0	C: -1.4	D: -4.9	E: 1.7	F: -2.7	G: -1.0	H: 2.7	I: 4.9	J: -2.1

Compound: CCCCCc1nc2sc3c(c2c(=O)n1NC(=O)c1ccc([N+](=O)[O-])cc1)CC(C)(C)OC3
  A: -5.4	B: -6.3	C: 2.6	D: -20.8	E: 0.4	F: 6.2	G: 0.4	H: 2.2	I: 20.8	J: 7.7

Compound: CC(c1nnc(SCC(=O)c2c(N)n(C3CC3)c(=O)[nH]c2=O)n1-c1ccc(F)cc1)N(C)C (centres undefined)
  A: -5.9	B: 6.5	C: 1.5	D: 2.8	E: -5.7	F: -2.6	G: -1.3	H: 8.1	I: -2.8	J: 0.4

Compound: C[C@H](CO)N1C[C@H](C)[C@@H](CN(C)CC2CCCCC2)Oc2c(NS(=O)(=O)c3ccccc3)cccc2C1=O
  A: 11.1	B: 6.8	C: -0.5	D: 11.7	E: -7.1	F: -2.3	G: 4.4	H: -2.4	I: -11.7	J: x

Compound: CCN(CC)c1ccc(NC(=O)C2CCCN(S(=O)(=O)c3cnc[nH]3)C2)c(C)c1 (centres undefined)
  A: -22.9	B: -2.1	C: 1.2	D: -4.8	E: -8.7	F: 2.2	G: -1.2	H: -5.7	I: 4.8	J: x

3 successive compounds from above:
Field names: A = PvdQ acylase; B = Arrestin-AP2 inh; C = DAGLB inh; D = SR-BI uptake up; E = RTF Ca sens inh; F = Keap1-Nrf2 PPI; G = C-LANA FP; H = PKA-R2B activ; I = SR-BI HDL uptake; J = NSD2 inh
Compound: CC(c1nnc(SCC(=O)c2c(N)n(C3CC3)c(=O)[nH]c2=O)n1-c1ccc(F)cc1)N(C)C (centres undefined)
  A: -5.9	B: 6.5	C: 1.5	D: 2.8	E: -5.7	F: -2.6	G: -1.3	H: 8.1	I: -2.8	J: 0.4

Compound: C[C@H](CO)N1C[C@H](C)[C@@H](CN(C)CC2CCCCC2)Oc2c(NS(=O)(=O)c3ccccc3)cccc2C1=O
  A: 11.1	B: 6.8	C: -0.5	D: 11.7	E: -7.1	F: -2.3	G: 4.4	H: -2.4	I: -11.7	J: x

Compound: CCN(CC)c1ccc(NC(=O)C2CCCN(S(=O)(=O)c3cnc[nH]3)C2)c(C)c1 (centres undefined)
  A: -22.9	B: -2.1	C: 1.2	D: -4.8	E: -8.7	F: 2.2	G: -1.2	H: -5.7	I: 4.8	J: x

An excerpt from above in order of the Keap1-Nrf2 PPI value, smallest number first:
| molecule | PvdQ acylase | Arrestin-AP2 inh | DAGLB inh | SR-BI uptake up | Keap1-Nrf2 PPI | C-LANA FP | PKA-R2B activ | SR-BI HDL uptake | NSD2 inh |
| --- | --- | --- | --- | --- | --- | --- | --- | --- | --- |
| COc1cc2[nH]c(=O)c(C(=O)NCCCN3CCCCC3)c(O)c2cc1OC | 2.6 | 3.2 | 0.6 | -14.7 | -3.7 | -1.8 | -10.7 | 14.7 | -0.3 |
| CN(C)c1cccc(NC(=O)C2(C)CC2(Cl)Cl)c1 (centres undefined) | -9.8 | 3.4 | 0.9 | 12.4 | -1.3 | 0.3 | -4.5 | -12.4 | -0.8 |
| COc1ccccc1N=C1SC(C(=O)Nc2ccc(F)cc2)CC(=O)N1C (centres undefined) | 3.7 | 20.0 | -4.8 | 6.7 | 0.1 | -0.4 | 0.9 | -6.7 | x |
